NPSR antag: blocks cAMP signaling of the human neuropeptide S receptor. Q6W5P4. AID 1461. Potency, µM (highest dose often 38.3 µM), without a hit: at the highest dose activity change, negative = inhibition, usual class: inhibitors. CHO-NPSR cells, cAMP TR-FRET, antagonist mode. 220,000 tested, 1% active; further: potency means the concentration at half of the fitted maximal effect; on the % scale 0 is the no-effect control and ±100 the full control effect; nearly all actives have a fitted effect of over 50% in size; many of its hits are not listed in these tables
Target sequence (Q6W5P4 whole entry, looked up): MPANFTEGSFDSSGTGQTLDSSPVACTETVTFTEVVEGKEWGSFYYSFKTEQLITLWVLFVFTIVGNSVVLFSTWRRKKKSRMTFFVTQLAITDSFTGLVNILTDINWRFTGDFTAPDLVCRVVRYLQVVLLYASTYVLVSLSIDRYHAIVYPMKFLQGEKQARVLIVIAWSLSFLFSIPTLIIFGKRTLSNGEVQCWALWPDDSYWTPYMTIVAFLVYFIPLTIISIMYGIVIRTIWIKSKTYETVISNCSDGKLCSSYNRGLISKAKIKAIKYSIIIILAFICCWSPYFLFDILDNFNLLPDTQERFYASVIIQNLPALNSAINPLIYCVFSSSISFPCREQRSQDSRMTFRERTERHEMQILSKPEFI
Tau fluor counter: counter-screen for tau fibril formation inhibitors | tau K18 P301L Alexa594 fluorescence, heparin fibrillization | 280,000 tested, 0.93% active | Potency, µM (doses to about 57.7 µM), for the others: at the top dose activity change, negative = decrease; further: potency means the concentration at half of the fitted maximal effect; on the % scale 0 is the no-effect control and ±100 the full control effect; nearly all actives have a fitted effect of over 55% in size
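Human tau K18 P301L (15 uM unlabeled, 0.24 uM Alexa 594-labeled) in 100 mM sodium acetate pH 7 with 20 uM heparin, 6 hr at 37 C. ThT 30 uM added, 1 hr ambient; Alexa 594 FP and total fluorescence read at 555/632 nm.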
CBFb RUNX1 block: inhibitors of human CBF-beta and RUNX1 interaction; AlphaScreen CBFb-His/RUNX1-biotin binding, biochemical; Potency, µM (highest dose often 59.8 µM), inactives show at the highest dose activity, negative = inhibition, usual class: inhibitors; 230,000 tested, under 10 active; AID 1477; further: % of control where 0% means no effect
Target sequence (Q01196 whole entry, looked up): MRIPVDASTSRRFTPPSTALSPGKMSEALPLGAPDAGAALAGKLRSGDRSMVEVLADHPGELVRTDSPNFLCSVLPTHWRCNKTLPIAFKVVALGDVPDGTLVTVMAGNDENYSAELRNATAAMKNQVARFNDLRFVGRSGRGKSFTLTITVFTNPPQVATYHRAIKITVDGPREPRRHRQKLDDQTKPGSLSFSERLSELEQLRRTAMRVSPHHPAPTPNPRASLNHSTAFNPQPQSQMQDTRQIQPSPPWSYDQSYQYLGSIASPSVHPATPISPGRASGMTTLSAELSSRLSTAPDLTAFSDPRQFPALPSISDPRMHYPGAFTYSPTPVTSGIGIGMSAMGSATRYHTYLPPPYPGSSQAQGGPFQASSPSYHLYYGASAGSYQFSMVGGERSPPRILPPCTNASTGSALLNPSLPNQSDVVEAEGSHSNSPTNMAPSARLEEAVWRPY
Target sequence (Q13951 whole entry, looked up): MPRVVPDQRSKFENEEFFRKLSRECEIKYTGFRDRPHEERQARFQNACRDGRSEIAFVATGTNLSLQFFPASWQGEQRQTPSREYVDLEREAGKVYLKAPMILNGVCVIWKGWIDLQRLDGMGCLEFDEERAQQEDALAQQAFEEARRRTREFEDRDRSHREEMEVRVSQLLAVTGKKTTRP
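Room-temperature protein-protein interaction test with 30 nM each of His-tagged CBF-beta and biotinylated RUNX1, 15 min with compound, then 90 min with nickel plus streptavidin beads. Signal read in AlphaScreen mode.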
TRb-SRC2 inh: inhibitors of human thyroid hormone receptor beta-SRC2 interaction; P10828; TRbeta-SRC2 peptide binding, fluorescence polarization; receptor liganded with 1 µM T3; Potency, µM (series often up to 106 µM), inactives show at the top dose activity change, negative = inhibition, usual class: inhibitors; 280,000 tested, 0.065% active;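 further: potency means the concentration at half of the fitted maximal effect; plate controls were bound peptide for no effect and peptide without receptor for full effect; nearly all actives have a fitted effect of over 50% in size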
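Assay buffer: 20 mM Tris-HCl, 100 mM NaCl, 10% glycerol, 1 mM EDTA, 0.01% NP-40, 1 mM DTT, 1 uM T3, 5% DMSO; TRb LBD 0.6 uM, Texas Red SRC2 20 nM; FP after 5 hr.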
GLA spleen mod: alpha-galactosidase A (human) modulation. AID 2107. P06280. 240,000 tested, 0.008% active. Potency, µM (doses to about 80 µM), for inactives: at the top dose activity change, negative = inhibition, actives largely listed as inhibitors. human spleen homogenate, 4MU-alpha-Gal fluorescence, 40 min;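 further: potency means the concentration at half of the fitted maximal effect; 0% = enzyme with vehicle and -100% = no enzyme basal signal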
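Human spleen homogenate (1 ug) was the enzyme source, with 4-methylumbelliferyl-alpha-D-galactopyranoside (1 mM final) in pH 5.0 citrate buffer with 0.01% Tween-20. Compounds were titrated; after 40 min at 37C, NaOH/glycine stop, 4-MU fluorescence read; AC50 from Hill fits.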
Epigenetic derep: regulators of epigenetic silencing causing reporter derepression in mouse cells; murine LDR cells, GFP reporter derepression, 30 h; Potency, µM (titrated, usually from 53.9 µM), inactives show at the top dose GFP activation, actives largely listed as activators; 280,000 tested, 0.2% active; AID 1865; further: potency means the concentration at half of the fitted maximal effect; % of control where 0% means no effect; nearly all actives have a fitted effect of over 60% in size
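In this reporter-derepression format, murine cells bearing a silenced integrated CMV-GFP locus incubate with test compound (30 h, 37 C), then are washed and imaged; fluorescent objects of 20–120 um count as induced cells.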
Tau fibril FP: tau fibrillization inhibition (FP); P10636; K18 P301L tau heparin fibrillization, Alexa594 FP, 6 h; Potency, µM (doses to about 57.7 µM), for the others: top-dose activity, negative = inhibition, usual class: inhibitors; 280,000 tested, 0.39% active; further: potency means the concentration at half of the fitted maximal effect; on the % scale 0 is the no-effect control and ±100 the full control effect; nearly all actives have a fitted effect of over 55% in size
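Recombinant K18 P301L […], labeled with Alexa 594 at 0.24 uM over 15 uM unlabeled; heparin inducer 20 uM final; 37 C, 6 hr; FP endpoint.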
TexasRed fluor: Texas Red fluorescence interference in TRb-SRC2 counter-screen | Potency, µM (series often up to 106 µM), for inactives: at the top dose fluorescence change, negative = quenching | 280,000 tested, 0.29% active | TRb/SRC2 Texas Red total fluorescence interference | AID 1479; active means well fitted curve in either direction with a large enough effect; inconclusive means small, poorly fitted or top-dose-only effect; further: potency means the concentration at half of the fitted maximal effect; on the % scale 0 is the no-effect control and ±100 the full control effect
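Human TRβ ligand-binding domain (0.6 uM) and Texas Red SRC2 peptide (20 nM) in Tris buffer with 1 uM T3 and 5% DMSO were incubated with pinned compound for 5 hr at ambient temperature. Total fluorescence was computed as S + 2P (555/632 nm).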
Numbers without * were called inactive; ? = inconclusive; nt = no result given; [ ] = remark or other dose. Unless noted, the call rests on the fitted dose curve; in most records, active means well fitted curve in the direction sought with a large enough effect; inconclusive means small, poorly fitted or top-dose-only effect, or another doubt; inactive means no such curve, though single readings can be large; an effect the other way counts as inactive or inconclusive.

Sample of the layout (3 entries):
SMILES | NPSR antag | Tau fluor counter | CBFb RUNX1 block | TRb-SRC2 inh | GLA spleen mod | Epigenetic derep | Tau fibril FP | TexasRed fluor
N#Cc1c(N)nc2c3c(sc(=N)c2c1N)NC(=O)CC3c1ccccc1 (stereo not given) | ? | ? | -14% | -15% | 21% | -4.6% | 2% | 7%
O=C(N/N=C/c1ccccc1)c1ccc(N2CCOCC2)c([N+](=O)[O-])c1 | 0% | -2% | 1% | -4% | 8% | 0.0% | -4% | 1%
COC(=O)Nc1nc2ccc(Br)cc2s1 | 11% | 4% | -1% | -3% | -1% | -2.6% | 2% | 0%

Main list, repeating the preview:
SMILES | NPSR antag | Tau fluor counter | CBFb RUNX1 block | TRb-SRC2 inh | GLA spleen mod | Epigenetic derep | Tau fibril FP | TexasRed fluor
N#Cc1c(N)nc2c3c(sc(=N)c2c1N)NC(=O)CC3c1ccccc1 (stereo not given) | ? | ? | -14% | -15% | 21% | -4.6% | 2% | 7%
O=C(N/N=C/c1ccccc1)c1ccc(N2CCOCC2)c([N+](=O)[O-])c1 | 0% | -2% | 1% | -4% | 8% | 0.0% | -4% | 1%
COC(=O)Nc1nc2ccc(Br)cc2s1 | 11% | 4% | -1% | -3% | -1% | -2.6% | 2% | 0%
CC(=O)c1cccc(NS(=O)(=O)c2ccc(N/C=C\C(=O)c3ccc(F)cc3)cc2)c1 | -18%[46.1 µM] | ? | -9% | 1% | -2% | -0.3% | ? | -2%
CCn1cc(CCC(=O)NCc2ccc(F)cc2)c2ccccc21 | nt | -26% | nt | 1% | nt | 8.9% | 8% | -1%
COc1ccccc1NC(=O)c1ccc(-n2cccn2)nc1 | -15%[46.1 µM] | -6% | 3% | -1% | 3% | 0.0% | -4% | -5%
CCCCN1C(=O)C(NC(=O)c2cccnc2)(C(F)(F)F)C2=C1CC(C)(C)CC2=O (stereo not given) | -2%[46.1 µM] | -3% | 2% | -10% | 0% | 14% | 7% | -5%
COc1ccc(/C=C/C=C2\NC(=S)NC2=O)cc1 | -10% | -11% | -6% | -2% | 2% | ? | 11% | -1%
C/C(=N\NC(=O)c1c(Cl)c(C)nn1C)c1cccc(NC(=O)COc2ccccc2)c1 | -3%[46.1 µM] | -12% | 5% | 0% | -1% | 0.0% | -5% | -4%
Cc1cc(=O)oc2cc(OCC(=O)N3CCc4ccccc4C3)ccc12 | -8%[46.1 µM] | -1% | -4% | 0% | 12% | -1.0% | 1% | 0%
Cc1cccc(OCC(=O)O/N=C(\N)c2ccccn2)c1 | -5%[46.1 µM] | -9% | 2% | -5% | -8% | 3.4% | 4% | -2%
Cc1ccc(CNC(=O)c2ccc3c(O)c(S(=O)(=O)c4ccc(Cl)cc4)c(=O)[nH]c3c2)cc1 | nt | 2% | nt | -3% | nt | 0.4% | 3% | 0%
OCC[n+]1ccc(/C=C/c2c[nH]c3ccccc23)cc1 | -53% | -19% | 6% | 6% | -4% | 1.9% | -8% | 1%
C(=Nc1cccc2c(N=Cc3ccco3)cccc12)c1ccco1 | -12% | ? | ? | 1% | 7% | 0.9% | -9% | -4%
CN(C)c1ccc(P(=O)(OCc2ccccc2)C(O)c2cccnc2)cc1 (stereo not given) | -6%[46.1 µM] | 6% | 2% | -4% | -2% | -1.9% | 10% | 1%
Cc1ccccc1CN1CCN(C(=O)c2cccc(F)c2)CC1 | -16%[46.1 µM] | -5% | 6% | 8% | 1% | -1.1% | -4% | -2%
Cc1ccc(C)c(S(=O)(=O)N2CCCOC2CNC(=O)C(=O)NCc2ccco2)c1 (stereo not given) | 5% | -1% | -6% | -16% | -3% | -3.0% | 2% | 1%
CCCCn1c(=NC(=O)c2ccc3c(c2)OCO3)c(C#N)cc2c(=O)n3cccc(C)c3nc21 | -11%[46.1 µM] | -9% | 2% | 3% | 18% | -0.7% | -4% | 1%
CCO[C@H]1OC(C(=O)N2CCN(Cc3ccc4c(c3)OCO4)CC2)=C[C@@H](C(C)(C)C)[C@@H]1CCCO | 34% | 11% | 10% | -1% | 6% | 0.0% | 9% | 1%
O=C1Nc2ccc(Br)cc2C1(O)Cc1ccncc1 (stereo not given) | -18%[46.1 µM] | -6% | 2% | -6% | 0% | -1.1% | -2% | -2%
O=C(CCS(=O)(=O)c1cc(Br)cc2c1N(C(=O)C1CC1)CC2)NCC1CCCO1 (stereo not given) | -6%[46.1 µM] | 4% | -2% | -5% | 3% | -4.5% | 9% | -1%
COc1ccc(C)cc1NC(=O)N1CCCc2ccccc21 | 32% | -11% | 4% | 3% | -3% | -0.1% | -4% | 2%
CCCCn1c(SCC(=O)c2ccc(OC)cc2OC)nc2cc(S(N)(=O)=O)ccc21 | -25%[46.1 µM] | -24% | -12% | -6% | -18% | 0.0% | -11% | -5%
Cc1ccc(CCN2CC(C(=O)NCCCOC(C)C)CC2=O)cc1 (stereo not given) | -11%[46.1 µM] | -9% | -1% | 1% | -1% | -0.2% | -8% | -2%
COc1c2ccoc2nc2c(OC)c(OC[C@H](O)C(C)(C)O)ccc12 | nt | nt | 11%[21.7 µM] | -2%[53 µM] | -2%[29.1 µM] | -0.3%[16.9 µM] | nt | -4%[53 µM]
Next entries follow:
SMILES | NPSR antag | Tau fluor counter | CBFb RUNX1 block | TRb-SRC2 inh | GLA spleen mod | Epigenetic derep | Tau fibril FP | TexasRed fluor
Cc1ccc([N+](=O)[O-])cc1NC(=O)c1ccoc1C | 0% | -2% | -1% | -2% | -12% | -0.9% | 1% | 0%
CCN1CCN(C(=O)c2ccc3c(c2)N(Cc2c(F)cccc2Cl)C(=O)c2ccccc2S3)CC1 | nt | -8% | nt | 3% | nt | 5.1% | 3% | 0%
CCOP(=O)(c1ccc(N(C)C)cc1)C(O)c1ccncc1 (stereo not given) | 33% | -7% | -1% | 12% | 9% | 0.0% | ? | -2%
COc1ccc(S(=O)(=O)N2CCCC(C(=O)N3CCCCCC3)C2)cc1 (stereo not given) | -6%[46.1 µM] | 3% | 6% | -12% | -12% | 4.8% | -5% | 1%
CC(=O)NCCNc1ncncc1-c1ccccc1C(F)(F)F | nt | -10% | nt | 0% | -4% | 3.2% | -1% | -3%
CN1C(=S)SC(/[N+]([O-])=C\c2cccs2)C1(C)C (stereo not given) | -14%[46.1 µM] | 8% | -2% | 3% | -12% | 1.9% | -2% | -1%
CC1CC(C)CN(CC(O)COCCOc2ccc(Br)cc2)C1 (stereo not given) | 22% | 4% | -15% | -1%[53 µM] | -6% | 1.3% | -3% | -1%[53 µM]
COc1ccc(CCN(Cc2cc3cc(C)cc(C)c3nc2Cl)C(=O)C2CC2)cc1 | ? | -8% | 2% | 1% | -2% | 1.9% | 1% | 4%
COc1cccc(NC(=O)CNC(=O)c2cccs2)c1 | -10%[46.1 µM] | 1% | 8% | -8% | -3% | -0.8% | 0% | -4%
Cn1ncc2c(Nc3ccccc3Br)ncnc21 | -1%[46.1 µM] | 6% | 5% | 0% | 4% | -7.9% | 9% | 3%
COc1ccc(Br)cc1CNC(=O)CCCc1cn(C)c2ccccc12 | -32% | ? | -5%[2.36 µM] | 4% | 0% | 2.5% | 11% | 0%
O=C(O)CCn1c(CO)nc2ccccc21 | 6% | 5% | 1% | 4% | -4% | 0.0% | 0% | 1%
Cc1sc2nc(-c3cccs3)nc(N3CCCN(C)CC3)c2c1C | 1%[46.1 µM] | -17% | 11% | -20% | 8% | -6.7% | -1% | 0%
CCOc1ccc(-c2cc3nc(C4CCN(C(=O)OC(C)(C)C)CC4)c(C(=O)Nc4cccc(C(F)(F)F)c4)cn3n2)cc1 | nt | -5% | nt | 5% | nt | -1.6% | -17% | -4%
CCCn1c(CCC(=O)O)nc2cc(S(=O)(=O)N3CCCC3)ccc21 | 6% | -7% | 9% | 12% | -2% | -1.1% | 4% | ?
O=c1[nH]c2ccccc2nc1/C=C/c1ccc(Cl)cc1 | -6% | -7% | 4% | -6% | -7% | 1.3% | -8% | 1%
COc1cc(/C=C/C(=O)c2cccc([N+](=O)[O-])c2)cc(OC)c1OC | -1% | ? | 9% | -2% | 0% | -3.2% | 0% | -1%
O=C(CNC(=O)C(c1ccccc1)c1ccccc1)N/N=C\c1cccc(O)c1 | 16% | -22% | 0% | -3% | -1% | -2.1% | -11% | -3%
CN1C(=O)C(O)(CC(=O)/C=C\c2ccc3c(c2)OCO3)c2ccccc21 (stereo not given) | -3% | -4% | -5% | ? | -1% | 6.4% | -1% | -3%
Cc1noc(C)c1COC(=O)c1cc(C)n(-c2ccccc2)c1C | ? | 0% | -21% | -16% | -1% | -7.9% | 5% | 0%
COc1ccccc1C(=O)Nc1ccc(S(=O)(=O)Nc2cc(C)nc(C)n2)cc1 | -14%[46.1 µM] | -6% | -2% | 0% | -2% | 0.7% | -6% | -2%
C=CCNC(=O)/C(C#N)=C/c1ccccc1OCc1ccc(C(=O)OC)cc1 | -41% | 4% | 1% | -9% | 3% | 2.0% | 12% | -2%
COc1cccc(N2CC(C(=O)Nc3nnc(SCC(=O)Nc4cc(C)on4)s3)CC2=O)c1 (stereo not given) | 5% | -6% | -1% | 1% | -7% | 1.1% | -9% | -1%
O=C(NCCc1ccccc1)c1cc(-c2ccco2)on1 | 4%[46.1 µM] | 0% | 2% | -6% | -6% | 0.0% | 3% | -1%
CC1CC1C(=O)OCC(=O)Nc1cccc(S(=O)(=O)NC2=NCCCCC2)c1 (stereo not given) | 4% | -3% | 10% | -2% | 0% | 0.1% | -6% | -5%
CCSc1nnc(NC(=O)c2nc(-c3ccccc3)n(-c3ccccc3)n2)s1 | -17%[46.1 µM] | -1% | -3% | 0% | 9% | -2.9% | 3% | -1%
Cc1cc(C)cc(NC(=O)CCNS(=O)(=O)c2ccc3c(c2)oc(=O)n3C)c1 | -2%[46.1 µM] | -2% | -3% | -2% | 6% | 0.1% | 0% | 1%
COCCn1c(=NC(=O)c2cccs2)sc2cc(NC(C)=O)ccc21 | 3% | 1% | 1% | 0% | 3% | -1.0% | 7% | -1%
Cc1nc(=S)n(-c2ccccc2)[nH]1 | -2%[46.1 µM] | 3% | 13% | -7% | 7% | 0.0% | 5% | -2%

Compound activity deposited in PubChem BioAssay by National Center for Advancing Translational Sciences (NCATS).

This is a subset (hit frequency here may not be typical).
